TRHR enhancer = allosterically enhances the human TRH receptor. TRHR cells, fluo-8 calcium fluorescence, EC20 TRH enhancement. 360,000 tested, 0.66% active. P34981. enhancement, % at 2 µM. AID 493056; in the data active = enhancement above about 30%; also: 0% is about no effect
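Enhancer read-out: after compound pinning and an initial kinetic agonist-mode read, an EC20 of TRH (10 nM final) was injected and fluo-8 calcium signal (Ex 480/Em 530) followed at 1 s/cycle for 100 cycles in TRHR-expressing cells.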
D1 PAM = enhances dopamine response at the human D1 receptor; P21728; HEK293 TREx D1 cells, calcium flux, dopamine EC20 potentiation; potentiation, % at 10 µM; 360,000 tested, 0.036% active; AID 504651; in the data active = potentiation above about 30%; also: 0% is about no effect
Target sequence (P21728 whole entry, looked up): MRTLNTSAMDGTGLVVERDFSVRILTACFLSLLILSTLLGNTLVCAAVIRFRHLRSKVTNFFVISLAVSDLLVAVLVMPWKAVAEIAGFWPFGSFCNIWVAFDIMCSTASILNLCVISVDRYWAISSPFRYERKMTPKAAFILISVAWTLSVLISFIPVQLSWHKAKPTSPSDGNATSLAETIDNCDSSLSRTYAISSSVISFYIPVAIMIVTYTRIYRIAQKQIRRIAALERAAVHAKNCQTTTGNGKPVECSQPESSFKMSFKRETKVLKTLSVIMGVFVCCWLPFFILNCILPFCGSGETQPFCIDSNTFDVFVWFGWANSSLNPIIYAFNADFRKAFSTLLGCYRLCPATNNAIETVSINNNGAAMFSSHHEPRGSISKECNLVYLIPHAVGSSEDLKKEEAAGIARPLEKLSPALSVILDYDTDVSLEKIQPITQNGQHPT
Apoferritin bind = binds horse apoferritin like a general anesthetic; P02791; apoferritin/1-aminoanthracene competitive binding, fluorescence; Potency, µM (highest dose often 77.5 µM), inactives show at the top dose activity change, negative = displacement, hits mostly inhibitors; 350,000 tested, 0.074% active; AID 485281; also: potency is read from the fitted curve at half-maximal effect; % is scaled to controls: 0 for no effect and ±100 for the full control effect; nearly all actives have a fitted effect of over 20% in size
Target sequence (P02791 2-175 limits assumed): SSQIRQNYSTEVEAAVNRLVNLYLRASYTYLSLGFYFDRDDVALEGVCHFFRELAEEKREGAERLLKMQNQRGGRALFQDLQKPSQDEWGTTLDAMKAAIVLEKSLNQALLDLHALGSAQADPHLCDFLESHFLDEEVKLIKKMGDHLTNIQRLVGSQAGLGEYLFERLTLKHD
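Concentration-response curves derived by four-parameter Hill fitting of normalized fluorescence, where compounds displaced 1-AMA from 10 uM horse apoferritin following a brief 10 min room-temperature incubation; propofol titration acted as positive control.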
TRHR agonist = activates the human TRH receptor; TRHR cells, calcium flux fluo-8, FDSS agonist mode; AID 493084; 360,000 tested, 0.18% active; activation, % at 2 µM; in the data active = activation above about 30%; also: 0% is about no effect
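Agonist-mode FDSS calcium read (Ex 480/Em 530, 1 s cycles) in 1536-well TRHR cells with fluo-8 dye, after 10-cycle baseline and 23 nL compound addition; TRH at EC20 (10 nM final) added afterwards for the enhancer phase.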
D1 antag = human D1 dopamine receptor antagonism | P21728 | HEK293 TREx D1 cells, calcium flux, dopamine EC80; hits give low values | activity change, negative = inhibition, % at 10 µM | 360,000 tested, 3.2% active | AID 504652; in the data active = activity change below about -30%; also: % is scaled to controls: 0 for no effect and ±100 for the full control effect
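Tetracycline-induced HEK293 Trex D1 cells, force-coupled to calcium, dye-loaded; compounds added and read 180 s, then EC80 dopamine added and calcium flux tracked kinetically another 180 s.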
RXFP1 antagonist = blocks the human relaxin receptor RXFP1. HEK293-RXFP1, relaxin-stimulated cAMP HTRF, 30 min; hits give low values. activity change, negative = inhibition, % at 57.5 µM. 350,000 tested, 0.59% active. AID 1259400;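 active = activity change of -60% or lower, but not beyond a set lower limit; inconclusive = change between -60% and -40%, or beyond the set limit; inactive = change above -40%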; also: % is scaled to controls: 0 for no effect and ±100 for the full control effect
RXFP1 agonist = agonists of human relaxin receptor RXFP1. Q9HBX9. HEK293T-RXFP1 cAMP TR-FRET, 30 min; response scale: percent of porcine relaxin response, buffer zero. Potency, µM (top dose mostly 57.5 µM), for the others: top-dose activation, actives largely listed as activators. 370,000 tested, 0.3% active. AID 2676; also: potency is read from the fitted curve at half-maximal effect; % is scaled to controls: 0 for no effect and ±100 for the full control effect; nearly all actives have a fitted effect of over 60% in size; many of its hits are not listed in these tables
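cAMP rise read by TR-FRET after 30 min, 37C compound exposure (up to 58 uM) in RXFP1-transfected HEK293 cells with Ro 20174 present. EC50 from Hill-equation fits, with 29 nM porcine relaxin as 100% and buffer as basal.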
D1 ag = human D1 receptor agonism. P21728. HEK293 T-REx D1 cells, calcium flux, agonist mode. activation, % at 2 µM. 360,000 tested, 1% active; in the data active = activation above about 30%; also: 0% is about no effect
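Inducible HEK293 T-REx D1 cells, force-coupled to calcium signalling, were plated at 4000 cells/well with tetracycline and held overnight at 30 C. After no-wash calcium dye loading, compound-evoked calcium rise over 180 s flagged agonists.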
D2 PAM = D2 dopamine receptor (human) potentiation. P14416. HEK293 T-REx D2, calcium flux, EC20 dopamine potentiation. potentiation, % at 10 µM. 340,000 tested, 0.34% active. AID 485347;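 active = potentiation over 3 SD above the plate norm, cut at about 30% in these data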; also: 0% is about no effect
Target sequence (P14416 whole entry, looked up): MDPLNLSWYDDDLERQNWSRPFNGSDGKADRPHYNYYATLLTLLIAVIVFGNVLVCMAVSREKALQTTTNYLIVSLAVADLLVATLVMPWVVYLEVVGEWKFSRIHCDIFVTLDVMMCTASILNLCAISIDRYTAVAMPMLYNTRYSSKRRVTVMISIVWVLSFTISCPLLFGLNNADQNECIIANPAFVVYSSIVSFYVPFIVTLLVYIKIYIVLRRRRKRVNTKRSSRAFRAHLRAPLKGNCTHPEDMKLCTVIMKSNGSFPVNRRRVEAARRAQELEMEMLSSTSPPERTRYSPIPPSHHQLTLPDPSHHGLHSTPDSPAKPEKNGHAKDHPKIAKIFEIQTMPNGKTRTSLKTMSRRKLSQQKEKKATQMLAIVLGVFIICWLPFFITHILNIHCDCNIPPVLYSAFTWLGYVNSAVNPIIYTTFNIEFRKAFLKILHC
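Cells plated with tetracycline inducer and held overnight at 30 C; calcium dye loaded 30–90 min at room temperature; baseline taken, compound added and read 180 s; EC20 dopamine then added and read 180 s.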
Active calls of the source: *; u = inconclusive; x = not tested or not shown. Unless noted, calls follow the shape of the dose curve; as a rule, active = well fitted curve in the direction sought with a large enough effect; inconclusive = small, poorly fitted or top-dose-only effect, or another doubt; inactive = no such curve, though single readings can be large; an effect the other way counts as inactive or inconclusive.

SMILES	TRHR enhancer	D1 PAM	Apoferritin bind	TRHR agonist	D1 antag	RXFP1 antagonist	RXFP1 agonist	D1 ag	D2 PAM
O=C(c1ccncc1)N(c1ccc2oc3c(c2c1)CCCC3)S(=O)(=O)c1cccc([N+](=O)[O-])c1	-1	4	-21%	0.2	11	10	1.0%	1	9
O=S(=O)(Nc1ccc(Cc2ccncc2)cc1)c1ccc(Cl)cc1	-1	3	-3%	0.3	7	4	0.7%	0	12
CCNc1nc(NC(C)C)nc(OCC)n1	-3	1	-10%	0.1	6	0	-0.8%	1	1
COc1ccc(NC(=O)N(C2CCCCC2)C(C)c2ccco2)c(OC)c1 (stereo unspecified)	-19	-18	u	-0.1	-78*	1	1.5%	1	-25
Cc1cccc2cc(COC(=O)c3ccco3)c(=O)[nH]c12	-4	-6	-8%	-1.1	-8	3	2.2%	5	4
COC(=O)[C@H](Cc1ccccc1)NC(=O)Nc1ccc(C)cc1	-1	-4	-13%	-0.5	8	-1	-1.0%	-2	-29
O=C(Nc1cccc(C(F)(F)F)c1)c1ccc(N2CCNCC2)c([N+](=O)[O-])c1	1	0	-11%	0.9	-18	14	0.3%	0	-3
Cc1ccc(C)n1-c1nnc(N2CCC(C(=O)NCc3ccc(F)cc3)CC2)s1	0	-2	-8%	-0.1	1	-8	0.8%	2	-6
O=C(Cn1c(=O)oc2cc(S(=O)(=O)N3CCCCC3)ccc21)N1CCc2ccccc21	-5	1	4%	0.3	7	x	1.9%	2	-11
Cc1ccc(C)c(CSCC(=O)NCc2cccs2)c1	-2	-1	-19%	-0.7	-18	0	3.1%	6	-2
COc1ccc(CCC(=O)NNC(=O)c2cccs2)cc1	0	-2	x	0.1	-17	9	1.3%	3	5
O=C(Cc1c[nH]c2ccccc12)N[C@@H](Cc1c[nH]c2ccccc12)C(=O)O	3	-2	-7%	0.9	3	4	1.1%	1	-6
Nc1nc(Nc2ccccc2)nc(C(F)(F)F)n1	-9	1	-7%	0.5	2	13	-1.6%	3	3
Cc1ccc(NS(=O)(=O)N2CCOCC2)cc1	-1	2	u	-0.8	-5	7	4.0%	1	0
COc1ccccc1C1=NC(c2ccc(F)cc2)N=C1C (stereo unspecified)	23	2	-13%	0.0	-22	-1	1.4%	2	2
COc1ccc(S(=O)(=O)N2CCCC2)c(C)c1C	-18	-6	-17%	0.2	-25	-5	-0.7%	5	9
Cc1nc(SCC(=O)NCCc2ccccc2)n[nH]1	-10	2	-9%	0.2	-2	-5	-0.4%	0	-10
O=C(NCCN1CCN(c2ccccc2)CC1)c1cccn2c(=O)c3cc(Cl)ccc3nc12	-4	-5	-10%	-0.7	-1	2	-0.7%	2	6
O=C(O)c1ccc2c(c1)N(Cc1ccc(F)cc1Cl)C(=O)c1ccccc1S2	-3	2	3%	-0.8	12	-17	7.6%	1	1
COc1ccc(C2c3ccc(O)cc3Oc3ncn(Cc4ccco4)c(=N)c32)cc1OC (stereo unspecified)	11	2	-8%	0.4	-7	11	3.0%	0	6

3 entries from above, ordered by their value in D1 antag, smallest number first.
Molecule | TRHR enhancer | D1 PAM | TRHR agonist | D1 antag | RXFP1 antagonist | RXFP1 agonist | D1 ag | D2 PAM
Cc1cccc2cc(COC(=O)c3ccco3)c(=O)[nH]c12 | -4 | -6 | -1.1 | -8 | 3 | 2.2% | 5 | 4
O=C(NCCN1CCN(c2ccccc2)CC1)c1cccn2c(=O)c3cc(Cl)ccc3nc12 | -4 | -5 | -0.7 | -1 | 2 | -0.7% | 2 | 6
O=C(Cn1c(=O)oc2cc(S(=O)(=O)N3CCCCC3)ccc21)N1CCc2ccccc21 | -5 | 1 | 0.3 | 7 | x | 1.9% | 2 | -11

Further entries
SMILES	TRHR enhancer	D1 PAM	Apoferritin bind	TRHR agonist	D1 antag	RXFP1 antagonist	RXFP1 agonist	D1 ag	D2 PAM
CCOc1ccc2cc(C#N)c(SCC(=O)NC(C)CC)nc2c1 (stereo unspecified)	4	0	-6%	0.5	-5	x	u	-1	-3
O=C1CN(C(=O)COC(=O)c2ccco2)c2ccccc2N1	-7	-1	x	1.3	-13	1	-0.6%	1	-6
Nc1c(S(=O)(=O)c2cccs2)c2nc3ccccc3nc2n1Cc1ccc2c(c1)OCO2	0	10	-7%	0.2	8	17	2.0%	3	-2
Cc1ccccc1-n1nc(-c2cccnc2)cc1C(=O)NN	1	14	-9%	-1.0	0	-4	3.6%	1	10
CC(=O)c1ccc(OCCNS(=O)(=O)c2ccc(-n3cnnn3)cc2)cc1	1	-5	-13%	-0.1	-7	-9	0.4%	1	-5
CC1=CCC2C(=O)N(Cc3ccccc3)C(=O)C2C1 (stereo unspecified)	14	2	u	-0.5	5	6	0.6%	0	2
O=C(COC(=O)c1ccc[nH]c1=O)Nc1ccc(S(=O)(=O)N2CCCC2)cc1	-4	-11	-7%	-0.1	3	2	-1.9%	2	-13
Cc1ccc(C(=O)C(C)OC(=O)c2nc(Cl)ccc2Cl)cc1 (stereo unspecified)	3	11	-1%	-0.1	-6	2	2.0%	1	-6
CC1(C)C2CC=C(/C=N/NC(=S)NCCc3ccccc3)C1C2 (stereo unspecified)	-6	-1	0%	-1.0	x	-9	-0.2%	0	-3
Cc1ccc(-c2cc(-c3ccc(F)cc3)n[nH]2)c(O)c1	2	-7	-15%	0.9	-10	-16	1.2%	27	-6
CC1CCCCC1NCc1cccc([N+](=O)[O-])c1 (stereo unspecified)	7	5	-17%	0.0	8	-4	1.0%	3	-13
CC(C)C(=O)Nc1ccc(NC(=O)c2ccccn2)cn1	-4	1	-10%	0.2	9	-2	-0.1%	0	0
CCCc1c(C)c2c(C)[nH]nc2oc1=O	-1	2	-19%	-0.3	-6	-19	1.4%	2	6
Cn1ncc(Br)c1C(=O)N/N=C/c1cccc(OC2CSC2)c1	17	-9	7%	-1.4	4	1	-2.7%	22	17
O=C1CCCC/C1=N\Nc1ccc(C2CCCCC2)cc1	5	8	u	0.0	4	x	-2.3%	1	1
COC(=O)CC1C(=O)NCCN1C(=O)CSc1nnc(Nc2ccc(OC)cc2)s1 (stereo unspecified)	2	-2	-5%	-0.4	-9	-14	-0.1%	5	-12
O=C(NC(=S)NCCc1ccc(Cl)cc1)c1ccco1	-8	-3	-24%	-0.4	-21	-19	0.3%	3	-4
c1ccc(N2CCN(c3nc4ccccc4n4cnnc34)CC2)cc1	5	x	-14%	-0.4	-12	x	6.4%	4	x
CCOc1ccc(C(=O)NCCC2=CCCCC2)cc1OCC	0	0	-11%	0.2	14	-13	0.6%	-1	-30
Cc1cc([N+](=O)[O-])nn1CCCC(=O)O	-3	0	0%	0.2	13	8	0.8%	4	23

Fetched by compound from the list above (2):
SMILES	TRHR enhancer	D1 PAM	Apoferritin bind	TRHR agonist	D1 antag	RXFP1 antagonist	RXFP1 agonist	D1 ag	D2 PAM
CC1CCCCC1NCc1cccc([N+](=O)[O-])c1 (stereo unspecified)	7	5	-17%	0.0	8	-4	1.0%	3	-13
O=C(NC(=S)NCCc1ccc(Cl)cc1)c1ccco1	-8	-3	-24%	-0.4	-21	-19	0.3%	3	-4

Entries of single compounds as entered above.
Entry for Cc1ccccc1-n1nc(-c2cccnc2)cc1C(=O)NN : TRHR enhancer: 1; D1 PAM: 14; Apoferritin bind: -9%; TRHR agonist: -1.0; D1 antag: 0; RXFP1 antagonist: -4; RXFP1 agonist: 3.6%; D1 ag: 1; D2 PAM: 10
Entry for CC1=CCC2C(=O)N(Cc3ccccc3)C(=O)C2C1 (stereo unspecified) : TRHR enhancer: 14; D1 PAM: 2; Apoferritin bind: u; TRHR agonist: -0.5; D1 antag: 5; RXFP1 antagonist: 6; RXFP1 agonist: 0.6%; D1 ag: 0; D2 PAM: 2
Entry for O=C1CCCC/C1=N\Nc1ccc(C2CCCCC2)cc1 : TRHR enhancer: 5; D1 PAM: 8; Apoferritin bind: u; TRHR agonist: 0.0; D1 antag: 4; RXFP1 antagonist: x; RXFP1 agonist: -2.3%; D1 ag: 1; D2 PAM: 1

Remaining list, next part
SMILES	TRHR enhancer	D1 PAM	Apoferritin bind	TRHR agonist	D1 antag	RXFP1 antagonist	RXFP1 agonist	D1 ag	D2 PAM
CCN(CC)C(=O)Cn1cc(SCC(=O)Nc2ccc(C)cc2)c2ccccc21	-14	-2	-6%	0.0	-15	-27	6.3%	5	3
O=C(COC(=O)/C=C/c1ccccc1Cl)NCCNC(=O)COC(=O)/C=C/c1ccccc1Cl	2	13	-6%	0.0	-8	-8	0.0%	0	-3
COc1ccc(N2CCn3c2nc2c3c(=O)n(CCc3ccccc3)c(=O)n2C)cc1	10	8	-12%	0.6	11	x	4.9%	4	5
O=C(Nc1cccc2ncccc12)c1cc2ccccc2o1	1	0	-7%	0.4	-16	-8	-0.2%	2	23
Cc1cccn2c(=O)c(/C=C(\C#N)S(=O)(=O)c3ccccc3)c(N3CCC(C(N)=O)CC3)nc12	-8	7	-10%	0.2	-6	4	3.9%	-1	-3
COc1ccc(C(=O)Nc2cccc(-c3csc(C)n3)c2)cc1S(=O)(=O)N1CCCC1	0	-7	x	0.8	6	4	-1.6%	2	-12
O=[N+]([O-])c1ccc(O)c(/C=N/NC2=NS(=O)(=O)c3ccccc32)c1	-9	-1	-1%	14	-2	-18	0.8%	10	-6
COc1ccc(OC)c(N2CC(O)(c3ccccc3)[N+]3=C2SCCC3)c1 (stereo unspecified)	-2	-1	-9%	-0.4	18	-7	2.0%	-1	-10
Cc1cc(S(=O)(=O)Nc2cc3c(cc2C)n(C)c(=O)c(=O)n3C)ccc1F	7	-3	-4%	0.5	-5	x	6.9%	1	4
Cc1ccc(C(=O)CSc2nc(C)cc(C)c2C(=O)Nc2cccc(C)c2)cc1	-6	1	-8%	-0.8	-4	-17	0.8%	0	-7
COc1ccc(-c2noc(N3CCC(C(=O)Nc4ccc(F)cc4F)CC3)n2)cc1	14	-10	-9%	-0.5	0	7	3.3%	8	-3
CCC1CN(C(=O)N2CCC(C(=O)NCCc3ccc(OC)cc3OC)CC2)c2ccccc2O1 (stereo unspecified)	-13	5	-6%	-0.5	-15	u	-1.1%	0	5
Cc1sc2ncn(CC(=O)N3CCN(c4ccccc4F)CC3)c(=O)c2c1S(=O)(=O)N1CCC(C)CC1	-7	1	-18%	0.3	-11	-6	-1.0%	5	7
Cc1cccc(NC(=O)CSc2n[nH]c(-c3ccncc3)n2)c1	11	0	-8%	0.2	-8	0	-0.7%	1	23

Bioassay records as filed in PubChem.

The list is partial; count on the stated rates, not on these rows.
